Screens: PubChem, NMMLSC
Bim-Bcl-W: disrupts Bim peptide binding to human Bcl-W; Q92843; 190,000 tested, 0.02% active; AID 952; inhibition, % at 10 µM; bead-based flow cytometry;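 also: 0% = bound tracer without compound and 100% = peptide blocker; higher means less fluorescent Bim peptide bound to Bcl-W beads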
Target sequence (Q92843 whole entry, looked up): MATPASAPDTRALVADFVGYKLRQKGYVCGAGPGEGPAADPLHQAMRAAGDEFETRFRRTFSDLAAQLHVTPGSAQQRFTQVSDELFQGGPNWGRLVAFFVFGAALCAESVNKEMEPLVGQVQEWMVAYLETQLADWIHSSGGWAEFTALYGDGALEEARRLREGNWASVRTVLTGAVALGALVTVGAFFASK
Cdc42 wt GTP: modulators (inhibitors or activators) of GTP binding to human Cdc42 wildtype; 190,000 tested, 0.2% active; percent activity (GTP binding), % at 10 µM; AID 761; P60953; GST-Cdc42 beads, Bodipy-GTP binding, flow cytometry; actives lie on both sides;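 active = percent activity GTP binding at least 20 points away from the 100% baseline, either down as inhibitor or up as activator; inconclusive = compound flagged as likely green fluorescent from well-wide comparison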;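 also: median bead fluorescence of bound Bodipy-FL-GTP at 100 nM; 0% = excess unlabeled GTP control and 100% = no compound control; below 100% means less GTP binding so inhibitor and above means activator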
Target sequence (P60953 whole entry, looked up): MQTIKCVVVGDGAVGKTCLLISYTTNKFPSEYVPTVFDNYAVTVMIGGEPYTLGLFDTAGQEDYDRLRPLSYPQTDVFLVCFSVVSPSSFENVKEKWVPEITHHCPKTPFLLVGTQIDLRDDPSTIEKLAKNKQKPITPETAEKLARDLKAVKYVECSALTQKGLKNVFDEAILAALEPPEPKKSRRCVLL
Rac1 wt modul: human Rac1 wildtype GTP binding, inhibitors and activators; GTP binding activity (% of control), % at 10 µM; 190,000 tested, 0.27% active; AID 757; P63000; GST-Rac1 beads, fluorescent GTP binding, flow cytometry; actives lie on both sides; 0 = cold GTP competed, 100 = untreated;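 active = GTP binding activity at least 20 points away from the 100% control level, either lower or higher; inconclusive = compound flagged as likely green fluorescent, judged across all proteins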
Bim-Bcl-B: inhibitors of Bim-Bcl-B interaction, human. Q9HD36. AID 951. bead-based flow cytometry, Bim peptide-Bcl-B binding. 190,000 tested, 0.073% active. inhibition, % at 10 µM;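 also: 0% = tracer peptide without compound and 100% = reference inhibitor peptide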
Bim-Bcl-2: inhibitors of Bim-Bcl-2 interaction, human; P10415; Bead-based flow cytometry, Bim peptide-Bcl-2 binding; inhibition, % at 10 µM; 190,000 tested, 0.06% active; AID 950; in the data active = inhibition above about 40%; inconclusive = no clear call, values can overlap the other calls;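 also: 0% = no compound wells with probe peptide and 100% = reference peptide inhibitor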
Target sequence (P10415 whole entry, looked up): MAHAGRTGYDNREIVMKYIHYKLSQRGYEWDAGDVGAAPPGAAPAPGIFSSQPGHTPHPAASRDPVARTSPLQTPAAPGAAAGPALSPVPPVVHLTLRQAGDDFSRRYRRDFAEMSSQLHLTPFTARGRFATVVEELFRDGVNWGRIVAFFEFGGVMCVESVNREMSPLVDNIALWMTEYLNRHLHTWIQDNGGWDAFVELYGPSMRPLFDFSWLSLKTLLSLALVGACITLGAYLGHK
Bcl-XL Bim block: inhibitors of Bim-Bcl-XL interaction, human. inhibition, % at 10 µM. AID 1007. Bim peptide-Bcl-XL binding, bead flow cytometry, fluorescence. 190,000 tested, 0.04% active
Target sequence (Q07817 whole entry, looked up): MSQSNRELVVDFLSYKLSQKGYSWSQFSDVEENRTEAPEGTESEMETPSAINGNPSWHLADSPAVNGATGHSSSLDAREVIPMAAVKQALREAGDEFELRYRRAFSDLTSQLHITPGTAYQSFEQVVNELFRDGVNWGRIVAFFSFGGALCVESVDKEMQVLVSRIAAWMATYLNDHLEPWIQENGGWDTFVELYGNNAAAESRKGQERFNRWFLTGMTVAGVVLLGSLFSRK
Bfl-1 Bim block: inhibitors of Bim-Bfl-1 interaction, human; inhibition, % at 10 µM; 190,000 tested, 0.12% active; Q16548; Bead-based flow cytometry, Bim-Bfl-1 binding inhibition;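 also: 0% = wells without compound plus tracer and 100% = blocker peptide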
Rab7 wt modul: alters GTP binding to wildtype dog Rab7 | 190,000 tested, 0.055% active | GTP binding activity (percent of control), % at 10 µM | AID 758 | GST-Rab7 beads, fluorescent GTP binding, flow cytometry; actives lie on both sides; untreated = 100%, excess cold GTP = 0%;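 active = fluorescent GTP binding to Rab7 beads changed by at least 20 points from the 100% baseline, either direction, mostly lower; inconclusive = compound itself probably fluorescent, or too few beads counted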;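 also: median green fluorescence of bound Bodipy-FL-GTP per Rab7 bead population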
Rab2 wt GTP: changes GTP binding to wildtype dog Rab2A, up or down; P61105; GST-Rab2 wt beads, Bodipy-GTP binding, flow cytometry; GTP binding activity, % at 10 µM; 190,000 tested, 0.19% active; AID 760;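 active = GTP binding activity at least 20 points away from 100%, either lowered or raised; inconclusive = signal likely due to the compound's own green fluorescence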;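 also: 0% = beads with excess unlabeled GTP and 100% = no-compound control corrected for plate trend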
HRas wt GTP: human HRas wildtype GTP binding, change in either direction; GTP binding activity, % at 10 µM; P01112; GST-Ras wt beads, Bodipy-FL-GTP binding, flow cytometry; actives lie on both sides; 190,000 tested, 0.14% active;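 active = GTP binding activity at least 20% away from the 100% baseline, either lowered as inhibitor or raised as activator; inconclusive = flagged as likely green fluorescent, judged across all proteins in the well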;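 also: 0% = unlabeled GTP competition control and 100% = no-compound control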
Target sequence (P01112 whole entry, looked up): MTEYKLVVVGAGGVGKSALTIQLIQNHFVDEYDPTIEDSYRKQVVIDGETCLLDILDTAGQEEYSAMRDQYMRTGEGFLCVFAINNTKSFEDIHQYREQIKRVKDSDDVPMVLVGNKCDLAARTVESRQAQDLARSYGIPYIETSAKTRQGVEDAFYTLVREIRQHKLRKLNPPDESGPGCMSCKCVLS
Rac1 mut GTP: human Rac1 activated mutant GTP binding change. GST-Rac1 activated beads, fluorescent GTP binding, flow cytometry; actives lie on both sides; 100% means binding = to untreated wells. percent activity (GTP binding), % at 10 µM. P63000. 190,000 tested, 0.11% active;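 active = GTP binding at least 20 percentage points away from the 100% baseline, in either direction, so actives lie on both sides; inconclusive = Compound likely fluorescent itself, or too few beads counted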
Starred values were filed as active, the others as inactive; ? = inconclusive. Rule as the data show it, unless noted: active = inhibition above about 40%.

SMILES	Bim-Bcl-W	Cdc42 wt GTP	Rac1 wt modul	Bim-Bcl-B	Bim-Bcl-2	Bcl-XL Bim block	Bfl-1 Bim block	Rab7 wt modul	Rab2 wt GTP	HRas wt GTP	Rac1 mut GTP
Cc1ccc(-c2nc(N)sc2-c2ccccc2)cc1C	-2	101	105	-10	0	0	0	100	97	100	97
CC(C)(C)OC(=O)N1CCC[C@H]1c1nnc(SCc2ccccc2Cl)o1	2	101	104	-7	-1	-5	-3	97	97	100	101
O=S(=O)(c1ccc(Br)c2nsnc12)N1CCOCC1	-4	100	103	-10	-5	-9	-2	102	100	102	103
O=c1[nH]n(-c2ncnc3c2cnn3-c2ccccc2)c(=O)c2ccccc12	-1	98	95	-7	-9	2	-15	96	95	97	95
OC(COCc1ccc2c(c1)OCO2)CN1CCC(Cc2ccccc2)CC1 (stereo not given)	0	99	97	0	-2	-2	-6	96	92	97	96
Cc1ccc(C2C3=C(CC(C)(C)CC3=O)NC3=C2C(=O)CC(C)(C)C3)o1	-2	97	95	-2	3	-5	0	97	99	98	97
Cc1nn(Cc2ccccc2)c(Cl)c1C(=O)OCc1nnc(-c2ccccc2)o1	8	104	106	-5	-5	0	-14	98	99	102	100
Cc1ccc(NN=C2C(=O)OC(C)(C)OC2=O)c(C)c1	-4	103	103	-4	0	-3	0	101	103	100	98
O=C(NC1CCCCC1)n1c(=O)oc2ccccc21	1	101	99	0	0	1	-2	99	100	102	97
CCOC(=O)CC(=O)CSc1ccc2nnc(-c3ccccc3)n2n1	0	102	101	0	0	0	-1	103	101	100	99
COc1ccc(-c2cnc3nc[nH]c(=O)c3n2)cc1	-1	101	102	-1	-13	-3	-3	100	100	99	97
COc1ccc(-c2csc(Cc3nnc4n3CCCCC4)n2)cc1OC	4	103	105	-4	-4	2	-10	104	104	104	101
O=C(NCCCN1CCN(c2ccccc2F)CC1)Nc1ccc(F)cc1	0	102	102	-3	0	0	-1	100	98	102	100
O=C(NC1CCCC1)C(c1ccc(Cl)cc1)N1CCc2ccccc21 (stereo not given)	1	102	102	-5	-8	-3	-8	98	99	99	98
Cc1cccc(NC(=O)c2ccc(Cn3cc(C(F)(F)F)ccc3=O)cc2)c1	-2	100	105	-12	-8	-15	-13	100	100	101	97
O=C(O)C1CCC(Cn2c(SCc3cc(=O)n4cc(Br)ccc4n3)nc3ccsc3c2=O)CC1 (stereo not given)	2	89	89	2	0	0	-1	99	91	93	87
COc1ccc(N(C(=O)CCl)C(C)(C(=O)Nc2c(C)cccc2C)c2ccccn2)cc1 (stereo not given)	-3	103	107	-3	0	-5	0	104	104	104	102
Cc1ccsc1C1NC(=O)c2c(sc3c2CCN(C)C3)N1 (stereo not given)	0	104	108	-5	-7	-4	-12	103	103	102	105
COc1ccc(OC)c(NC(=O)c2cnc3n(c2=O)CCS3)c1	-2	97	96	-4	-9	-3	-8	97	97	97	95
COc1ccc(C(=O)NCc2cccs2)cc1S(=O)(=O)N1CCOCC1	-1	97	99	-9	-6	-1	-9	98	96	98	94
O=S(=O)(Cc1cc(Sc2ccc(Cl)cc2)nc(-c2ccccc2)n1)c1ccccc1	0	92	97	2	6	8	6	93	95	95	97
Cc1ccc(-c2nc3ccccc3[nH]2)cc1NC(=S)NC(=O)c1ccccc1Br	0	101	97	-13	-11	0	-14	96	97	98	97
COc1cc(C2C(C(=O)Nc3ccccc3OC)=C(C)Nc3ncnn32)ccc1O (stereo not given)	3	101	105	-3	-4	-1	-9	103	99	100	100
c1ccc(OCc2nc3ccccc3[nH]2)cc1	0	?	?	-8	-7	-4	-13	?	?	?	?
CCOC(=O)Cc1csc(NC(=O)Cc2ccc([N+](=O)[O-])cc2)n1	-5	103	105	-5	0	-6	-2	102	100	101	99
CCOC(=O)C1CCCN(C(=O)c2cn(CC)c(=O)c3cc(OC)c(OC)cc23)C1 (stereo not given)	-1	105	101	-3	-2	-2	-2	98	104	103	100
Clc1ccc(C(c2nnnn2C2CCCC2)N2CCSCC2)cc1 (stereo not given)	-4	97	104	-6	1	-4	-3	97	97	98	98
O=C(C1=C[C@H](c2coc3ccccc3c2=O)C[C@H](OCCCCO)O1)N1CCN(Cc2ccccc2)CC1	0	97	98	-4	-3	0	-6	104	98	97	95
COc1ccc(OCC(=O)N2CCN(S(=O)(=O)c3ccccc3[N+](=O)[O-])CC2)cc1	-2	93	94	0	-1	-4	-1	93	94	93	94
COc1ccc(NC(=O)c2c(F)cccc2F)cc1S(=O)(=O)Nc1ccc(Br)cc1	1	95	97	0	-1	0	1	87	91	94	96
Cc1cc(C)n2cc(CSCC(=O)O)nc2n1	-4	99	102	-13	0	-10	-6	99	99	100	100
CCc1ccccc1NC(=O)Cc1ccc(-n2cccc2)cc1	-4	104	107	-10	-9	-10	-8	102	102	102	101
COc1ccc(/C=C(\C#N)C(=O)NCCc2ccccc2)cc1OCc1ccccc1	-1	98	102	-6	1	-3	0	98	95	97	97
Cn1nc(C(=O)Nc2nnc(C3CC3)s2)c2ccccc2c1=O	-2	?	?	-1	-3	0	-6	?	?	?	?
CCSc1nc2nn(-c3ccccc3)c(=O)c-2c2n1CCCCC2	-2	96	101	-3	-2	-3	-7	95	97	99	98
Cc1cc(C)c(NS(=O)(=O)c2ccc(NC(=O)c3cccs3)cc2)c(C)c1	-7	97	102	-10	-5	-5	-1	98	97	99	99

An excerpt from above in order of length of the SMILES, ascending.
SMILES	Bim-Bcl-W	Cdc42 wt GTP	Rac1 wt modul	Bim-Bcl-B	Bim-Bcl-2	Bcl-XL Bim block	Bfl-1 Bim block	Rab7 wt modul	Rab2 wt GTP	HRas wt GTP	Rac1 mut GTP
Clc1ccc(C(c2nnnn2C2CCCC2)N2CCSCC2)cc1 (stereo not given)	-4	97	104	-6	1	-4	-3	97	97	98	98
Cc1cc(C)c(NS(=O)(=O)c2ccc(NC(=O)c3cccs3)cc2)c(C)c1	-7	97	102	-10	-5	-5	-1	98	97	99	99
COc1ccc(NC(=O)c2c(F)cccc2F)cc1S(=O)(=O)Nc1ccc(Br)cc1	1	95	97	0	-1	0	1	87	91	94	96

Other records.
SMILES	Bim-Bcl-W	Cdc42 wt GTP	Rac1 wt modul	Bim-Bcl-B	Bim-Bcl-2	Bcl-XL Bim block	Bfl-1 Bim block	Rab7 wt modul	Rab2 wt GTP	HRas wt GTP	Rac1 mut GTP
O=C(CN1C2CCC1CC(NC(=O)C1CC1)C2)NCc1ccccc1 (stereo not given)	-2	100	100	-5	-6	-6	-10	99	97	99	96
O=C1C(Cl)=C(NCC2CCCO2)C(=O)N1c1cccc(Cl)c1Cl (stereo not given)	0	105	106	2	0	0	0	100	108	106	101
CC1(c2ccccc2)CC(c2ccccc2)=Nc2nonc2N1 (stereo not given)	-3	101	99	-3	-4	-4	-8	96	103	102	100
C[N+](C)(CC#N)C/C=C\c1ccccc1	-5	98	101	0	-5	-4	-3	104	97	98	99
Cc1ccc(NC(=O)c2ccc(CSc3nccc(C)n3)cc2)cc1	0	103	107	-8	-9	-6	-18	96	100	101	100
COc1ccc(-c2nnn(CC(=O)N(C3CCCCC3)C(C)C(=O)NC3CCCC3)n2)cc1OC (stereo not given)	3	99	101	-3	-6	-1	-2	100	98	100	96
CCOC(=O)C(NC(=O)N1CCCCC1)(c1ccccc1)C(F)(F)F (stereo not given)	1	103	104	-10	-13	-6	-17	101	100	99	97
O=C1c2cccc(OCC(=O)N3N=C(c4cccs4)CC3c3ccc(F)cc3)c2CCN1Cc1ccccc1 (stereo not given)	-6	92	97	-10	-7	-4	-15	97	98	98	97
Cc1cc(C)nc(-n2nc(C)c3c(=O)[nH]c(C(F)(F)F)nc32)n1	-1	99	99	-9	-11	-1	-14	96	98	98	99
CCn1c(CSc2nc3ccccc3n2C)nc2ccccc21	1	100	99	-7	-11	-1	-14	101	100	98	98
Cc1ccc(S(=O)(=O)Nc2nc3n(n2)C(c2ccc(Cl)cc2)CC(=O)N3)cc1 (stereo not given)	0	100	99	1	-2	-1	0	102	99	101	96
Cc1ccc(NC(=S)Nc2ccc(OC(F)F)c(Cl)c2)cc1Cl	-4	98	105	-7	1	-2	2	104	101	102	100
O=C(Nc1ccc(S(=O)(=O)Nc2ncccn2)cc1)c1ccco1	4	100	103	-3	-3	-2	-5	94	97	98	101
CCOC(=O)Cn1c(=N)n(CCOc2ccc(OC)cc2)c2ccccc21	-3	101	104	-8	-13	-6	-16	101	101	100	97
COc1ccc(Nc2nc(Nc3ccc(OC)cc3)nc(-n3[nH]c(=O)c(C)c3C)n2)cc1	-2	103	108	-7	0	6	3	103	102	104	99
COc1ccc(F)cc1S(=O)(=O)N1CCC(C(N)=O)CC1	-5	95	99	-10	-10	-4	-18	98	97	98	96
CC(C)(C)c1ccc(C(=O)NCC(=O)OCC(=O)Nc2nc(-c3ccc(F)cc3)cs2)cc1	5	95	99	1	10	5	5	101	97	98	96
CC(=O)c1c(C)[nH]c(C(=O)OCCOc2ccccc2)c1C	0	93	102	0	-4	-4	-3	97	98	97	96
Cc1ccc2nc(NC(=O)c3ccc4c(c3)OCO4)sc2c1	3	99	96	-2	-10	14	-13	94	96	97	96
CCOC(=O)Cc1csc(SCC(=O)c2c(N)n(CC(C)C)c(=O)n(C)c2=O)n1	-1	99	96	2	-3	-2	1	96	99	99	96
Clc1ncnc2scc(C3COc4ccccc4O3)c12 (stereo not given)	8	94	99	-5	26	-4	17	100	96	96	92
CCCc1cc(C(=O)N2CCN(c3ccccc3C)CC2)cs1	0	106	106	-5	-4	-9	-9	101	101	103	99
O=C(CN1C(=O)c2ccccc2S1(=O)=O)N1CCc2ccccc2C1	-2	106	107	-10	-8	-5	-15	101	100	100	103
Cc1cc(C)c(-c2cc(C(F)(F)F)no2)c(=O)[nH]1	-3	103	108	-9	-6	-5	-11	101	102	101	101
O=C(NC(=S)Nc1cccc(NC(=O)c2ccc(Cl)cc2Cl)c1)c1cccs1	-6	100	102	-16	-5	-11	-12	104	100	98	99
CCCC1CCC(=NNC(=O)CNc2ccc(OC)cc2)CC1 (stereo not given)	0	98	104	0	3	-2	1	102	100	102	100
CCOc1ccc(-c2nc(C#N)c(N3CCN(CC)CC3)o2)cc1	-1	99	100	0	-1	-2	-1	100	100	98	99
COc1ccc(CNC(=O)CN(C(=O)c2cc3sccc3n2C)C2CCCC2)cc1	-9	102	100	-8	-10	-6	-7	101	97	98	103
O=C(NCC1CCCN(C(=O)c2cscn2)C1)c1ccccc1Cl (stereo not given)	-4	101	104	-9	-5	-7	-8	102	95	98	96
CCOC(=O)Cn1c(S(=O)(=O)Cc2ccccc2Cl)nc(-c2ccccc2)c1-c1ccccc1	-1	98	99	-5	-5	-10	-10	94	97	98	96
CCNS(=O)(=O)c1ccc(CCC(=O)Nc2cc(Cl)ccc2Oc2ccccc2)cc1	0	104	105	-6	-6	-3	-10	103	102	103	101
